High-throughput results as filed in PubChem.
m5-HT2A agonist = activates the mouse 5-HT2A serotonin receptor. P35363. activation, % at 7.6 µM. actives 0.66% (n = 360,000). CHO-K1 mHTR2A beta-arrestin complementation, luminescence; percent of 30 µM serotonin response;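 active = activation above a run cutoff, the mean activation of all tested compounds plus 3 SD, cut at about 14% in these data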;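 note: 0% = plate median of compound wells and 100% = 30 µM serotonin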
Target sequence (P35363 whole entry, looked up): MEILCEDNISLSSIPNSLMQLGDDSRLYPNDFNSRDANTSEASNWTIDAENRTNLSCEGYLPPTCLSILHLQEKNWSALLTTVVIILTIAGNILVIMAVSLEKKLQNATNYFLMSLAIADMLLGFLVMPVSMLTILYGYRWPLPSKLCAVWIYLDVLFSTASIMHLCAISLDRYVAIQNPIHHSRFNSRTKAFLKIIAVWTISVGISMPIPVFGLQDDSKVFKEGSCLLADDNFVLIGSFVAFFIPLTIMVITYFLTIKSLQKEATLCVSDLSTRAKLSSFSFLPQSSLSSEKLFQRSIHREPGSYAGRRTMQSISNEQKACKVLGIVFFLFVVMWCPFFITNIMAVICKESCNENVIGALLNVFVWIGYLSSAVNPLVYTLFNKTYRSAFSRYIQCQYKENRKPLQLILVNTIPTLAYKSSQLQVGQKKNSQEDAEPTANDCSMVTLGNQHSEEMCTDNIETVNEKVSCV
PDI turbidity = blocks human protein disulfide isomerase activity; P07237; actives 0.052% (n = 350,000); inhibition, % at 10 µM; PDI insulin aggregation turbidity, A650, 90 min; AID 588391;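 active = mean inhibition across replicates of 30% or more, whatever share of single replicates reach that level; inconclusive = mean inhibition below 30% while every single replicate reaches 30%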;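 note: absorbance from insulin aggregation driven by PDI reduction with DTT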
Target sequence (P07237 whole entry, looked up): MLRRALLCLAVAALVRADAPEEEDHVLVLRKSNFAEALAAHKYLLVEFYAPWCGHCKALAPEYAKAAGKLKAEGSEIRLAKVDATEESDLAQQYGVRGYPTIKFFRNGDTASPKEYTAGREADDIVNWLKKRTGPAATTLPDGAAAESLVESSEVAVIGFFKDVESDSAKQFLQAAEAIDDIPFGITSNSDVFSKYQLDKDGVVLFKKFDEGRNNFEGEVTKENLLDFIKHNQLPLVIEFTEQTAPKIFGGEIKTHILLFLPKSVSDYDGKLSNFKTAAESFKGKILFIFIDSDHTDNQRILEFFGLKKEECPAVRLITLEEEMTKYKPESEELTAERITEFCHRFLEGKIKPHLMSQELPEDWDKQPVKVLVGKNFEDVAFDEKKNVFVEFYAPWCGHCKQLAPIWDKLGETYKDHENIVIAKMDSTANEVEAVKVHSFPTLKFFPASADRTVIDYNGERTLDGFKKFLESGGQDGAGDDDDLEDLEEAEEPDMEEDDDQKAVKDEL
CaV13 ICDI inh = Disruptors of the CACNA1D IQ motif to Ca2+-dependent inactivation inhibitor domain association, primary screening, Förster resonance energy transfer in intact living …. HEK cells, CFP/YFP FRET ICDI-IQ, plate reader, 10 min; percent FRET-ratio fall versus neutral wells. inhibition, % at 12.3 µM. actives 0.098% (n = 340,000);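 active = mean replicate inhibition of at least 30% and at least 1% of replicates passing that level; inconclusive = only one of the two criteria is met; inactive = neither criterion is met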;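 note: 0% = median of the neutral control wells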
H9c2 protect = modulators protecting cardiomyocytes from myocardial damage; AID 588492; protection from H2O2 cell death, % at 20 µM; actives 0.63% (n = 360,000); H9c2 cardiomyocytes, H2O2 injury protection, ATPLite, 2 h;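 active = compounds giving at least 50% protection of heart cells from peroxide-induced death in the single-dose screen, raw or plate-pattern-corrected value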;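 note: 0% = DMSO wells with peroxide and 100% = DMSO wells without peroxide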
hiPSC survival = enhancers of human iPSC single-cell survival. hiPSC single-cell survival, ATPlite luminescence; 100% = ROCK inhibitor wells, 0% = DMSO. survival enhancement, % at 20 µM. actives 0.044% (n = 360,000). AID 602274; in the data active = survival enhancement above about 18%;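 note: cells exposed to compounds for 16 hours before the ATP read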
aDG glyco up = increases alpha dystroglycan glycosylation | Pro5-aDG cells, alpha-DG glycosylation AlphaScreen (IIH6); 0% Pro5, 100% B10-LARGE cell signal | activation, % at 10 µM | actives 0.22% (n = 360,000) | AID 624168;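 active = activation of at least 8% versus controls, or a plate z-score of at least 8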;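 note: Pro5 are CHO cells carrying HIG-tagged alpha-DG that lacks glycosylation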
Granule exo inh = lytic granule exocytosis inhibition; TALL-104 LAMP-1 surface exposure, flow cytometry; cells stimulated with thapsigargin and PMA; inhibition, % at 10 µM; actives 0.66% (n = 360,000); AID 651702;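 active = inhibition above about 55%, limit read from the data; inconclusive = no clear call, values can overlap the other calls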
Glyco luc inh = blocks N-linked glycosylation in D54 reporter cells; D54 ERlucT glycosylation luciferase reporter, 24 h; percent of 100 nM tunicamycin response; reporter increase, % at 12.5 µM; actives 0.23% (n = 360,000); AID 588692;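 active = mean luciferase reporter signal, scaled so untreated is 0 and the glycosylation-blocking control 100, at or above a set limit in every replicate; inconclusive = mean reaches the limit but not every replicate does; inactive = mean below the limit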;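 note: luciferase carries N-glycosylation sites so blocking glycosylation raises the light; 0% = median of neutral control wells and 100% = median of 100 nM tunicamycin wells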
Vif imaging = inhibitors of HIV Vif; HEK293T cells, Vif self-association by quenched fluorescence, imaging, 24 h; inhibition, % at 7.49 µM; actives 0.35% (n = 340,000); AID 602346; in the data active = inhibition above about 50%, passing the limit was not always enough; inconclusive = no clear call, values can overlap the other calls; inactive = below about 31%; note: some results filed as inactive read as strong as hits
ABCB6 inh MLPCN = inhibitors of human ABC transporter ABCB6. Q9NP58. K562-ABCB6 porphyrin accumulation, flow cytometry, 1 h; stronger effect = lower value. fluorescence ratio to DMSO, % at 10 µM. actives 0.19% (n = 360,000). AID 602162;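 active = fluorescence ratio to DMSO below 75%, the collection mean minus 3 SD; inconclusive = too few cells collected in the well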;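 note: signal is porphyrin accumulated inside mitochondria; 100% equals median channel fluorescence of DMSO control wells; lower ratio means ABCB6 inhibition with less porphyrin fluorescence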
Active calls of the source: *; ? = inconclusive; . = not tested or not shown.

Order of results – m5-HT2A agonist, PDI turbidity, CaV13 ICDI inh, H9c2 protect, hiPSC survival, aDG glyco up, Granule exo inh, Glyco luc inh, Vif imaging, ABCB6 inh MLPCN
CC1CCCC(NC(=O)c2n[nH]c(=O)c3ccccc23)C1C (centres undefined)
    1, 6, -5, 19, 4.2, 0.0, 1, 0, 25, 93
CC(=O)c1ccccc1NC(=O)COC(=O)CN1C(=O)C2CCCCC2C1=O (centres undefined)
    -2, -2, -2, 0, -0.3, -0.2, -3, 1, 18, 99
Cc1ccn2c(=O)nc(SCC(=O)c3ccc(Cl)cc3)nc2c1
    0, 0, -4, 4, 0.2, 0.1, 6, 0, -3, 83
c1ccc(CSc2nc3ccccc3[nH]2)cc1
    3, 10, -6, -9, -0.3, 0.2, -1, -8, -5, 94
CC(NC(=O)CN1CCCC1)c1ccccc1 (centres undefined)
    3, 2, -19, 6, -0.6, -0.2, -1, 1, -6, 99
COc1ccc(-n2nc(C(=O)NCC(=O)Nc3cc(OC)ccc3OC)c3ccccc3c2=O)cc1
    4, 8, -3, 26, 0.6, -0.3, 10, 0, 5, 93
O=C(Nc1ccc(C2CC2(Cl)Cl)cc1)c1cccc([N+](=O)[O-])c1 (centres undefined)
    -1, 3, -2, -15, -0.3, 0.7, 14, -5, -18, 97
COc1cc(C2NC(=O)N(C)C(C)=C2C(=O)OCc2ccccc2)cc(Br)c1O (centres undefined)
    4, -10, -20, 0, 1.6, 0.0, 13, -2, 20, 102
CC(=O)c1ccc(OC(=O)C2CC(=O)N(c3cccc(C)c3)C2)cc1 (centres undefined)
    2, 1, -5, 0, 1.0, 0.0, -1, 1, 20, 104
COC(=O)c1cc(S(=O)(=O)N2CCC(C)CC2)cn1C
    -2, -4, -15, -2, -0.6, -0.2, -9, -2, -1, 98
NCCCCCC(=O)N/N=C/c1coc2ccccc2c1=O
    1, 0, -5, -2, -0.1, -0.1, 7, 3, 0, 102
CN(C)c1ccc(S(=O)(=O)NCC(=O)N2CCN(S(=O)(=O)c3cccc(F)c3)CC2)cc1[N+](=O)[O-]
    -3, 0, -6, 7, -0.4, -0.1, 27, -1, -1, 94
NNC(=O)c1cc(-c2cccs2)nc2ccccc12
    -9, 3, -16, 7, 0.5, -0.1, 0, 0, 2, 94
Cc1ccc(NC(=O)CCCCCCCCCCC2COCCO2)c(C)c1 (centres undefined)
    1, -11, -8, -5, 1.3, 0.6, -1, -5, -9, 111
CCOc1ccccc1NC(=O)c1ccc(NC(=O)C2CCCO2)cc1 (centres undefined)
    -1, -1, -5, 1, -0.6, 0.0, -8, 1, -13, 98
CN1CCN(S(=O)(=O)c2cccc(C(=O)NCc3ccccc3Cl)c2)CC1
    -1, 7, 4, 3, 0.3, 0.3, -1, 0, -4, 97
Cc1ccc(/C=C2\SC(=S)N(CCC(=O)NNC(=O)c3cccc(O)c3)C2=O)cc1
    -5, 3, -3, -15, 0.7, -0.2, 0, -2, -1, 101
CCc1cc(-c2n[nH]c(=S)n2Cc2ccccc2)cs1
    0, 20, -3, -7, 2.1, 0.2, 1, 2, ., 107
Cc1ccc(NC(=O)c2cc(=O)c3ccccc3o2)cc1S(=O)(=O)N1CCOCC1
    -2, -1, 4, 60*, -0.6, -0.2, 4, -2, -6, 91
COC(=O)C1=Cc2cc(OC)cc([N+](=O)[O-])c2OC1N1CCOCC1 (centres undefined)
    -1, -1, -4, -2, 0.1, -0.2, -7, 2, -4, 95
C=CCn1c(=O)c2c(nc3n2CCS3)n(C)c1=O
    12, -6, -9, 3, -0.4, 0.0, 4, 2, 1, 96
CCC(NC(=O)NCc1ccccc1)(C(F)(F)F)C(F)(F)F
    3, -14, -4, -1, -0.5, 0.1, -2, 0, -10, 104
Cc1nc(C(F)(F)F)c(C(=O)NC(=O)Nc2ccc(OC(F)(F)F)cc2)s1
    0, -5, -3, -12, -0.8, 0.0, -1, 0, -12, 92
O=C(C1CCN(S(=O)(=O)c2cccc3cccnc23)CC1)N1CCCC1
    -1, 0, 2, -2, 1.6, 0.0, 0, -1, -2, 96
C[C@@]12C(=O)Nc3ccc(Br)cc3C(=O)N1[C@H]1c3cc(Br)ccc3OC[C@@H]1[C@@H]2c1ccccc1
    -1, 6, -10, 0, 0.4, 0.1, 4, 15, -3, 94
CCN(C(=O)COC(=O)c1cc2ccccc2cc1OC)c1c(N)n(Cc2ccccc2)c(=O)[nH]c1=O
    7, 13, -6, 4, 1.8, 0.0, 1, 0, 9, 97
CC1CC(OCC(O)CN2CCN(Cc3ccccc3)CC2)CC(C)(C)C1 (centres undefined)
    -5, 4, -6, 2, -3.2, 0.1, -5, -2, -3, 92
Cc1cccc(Oc2nc(-c3cccc([N+](=O)[O-])c3)nc3ccccc23)c1C
    1, 9, -4, -8, 4.0, -0.5, -4, 2, ?, 102
O=C1N/C(=N\N=C\c2cccs2)SC1Cc1ccc(Cl)cc1 (centres undefined)
    -2, -6, -3, 4, 6.7, -0.2, -1, 1, 5, 101
CCc1ccc(NC(=O)C2=CC(c3ccc(OC)cc3)=NS(=O)(=O)N2C)cc1
    5, ., 3, -25, -1.3, 0.0, -1, 1, -3, 102
Cc1ccc(NC(=O)COC(=O)CCc2nc3ccccc3n2-c2ccccc2)c(C)c1
    3, 5, -5, 12, 2.9, -0.4, 1, 1, -5, 95
CCCNC(=O)NC(=O)COc1ccc(-c2ccc(C#N)cc2)cc1
    10, -3, 1, -3, 0.3, 0.0, -3, 2, 13, 101
FC(F)(F)c1nnc(-c2ccccc2)nc1Sc1ccc(Cl)cc1
    3, 0, -8, -2, -1.8, -0.2, 52, 18, 1, 101
Cc1ccc2c(c1)c1c3n2CCN(CC(O)CNC(C)C)C3CCC1 (centres undefined)
    -1, 4, -26, 9, -0.5, 0.7, 33, -2, 1, 95
C1=CC2=NC34CCCCC3CC3=C(CCCC3)N4C2=CC1=NC1CCCCC1 (centres undefined)
    0, -1, ., -15, -0.2, 0.5, 0, 1, -2, 99
CSc1nc2[nH]c(=O)[nH]c2c(=O)[nH]1
    -2, 0, -5, 1, -0.7, 0.0, 8, 1, 23, 107
CC(=O)N[C@H]1[C@H](OC2CCCCC2)O[C@H](COC(C)=O)[C@@H](OC(C)=O)[C@@H]1OC(C)=O
    4, 0, -3, 5, 0.9, 0.1, -2, 2, 1, 98
COc1ccc(CN2C[C@H]3CON(C)[C@H]3C[C@H]2c2ccc(-c3ccccc3)cc2)cc1
    -1, ., -7, 0, 0.9, 0.0, 2, -2, -9, 99
COc1ccc(CCNC(=O)CCCCCNC(=O)N2CCn3c2nc2ccccc23)cc1OC
    -5, -5, -14, 7, -0.3, 0.2, -1, 0, 6, 97
COc1ccc(NC(=O)CSc2nnc(-c3ccco3)n2N)cc1Cl
    2, -7, -7, -2, -0.6, 0.1, -14, 4, -2, 94

A run of entries from the list above:
Order of results – m5-HT2A agonist, PDI turbidity, CaV13 ICDI inh, H9c2 protect, hiPSC survival, aDG glyco up, Granule exo inh, Glyco luc inh, Vif imaging, ABCB6 inh MLPCN
Cc1ccc(NC(=O)COC(=O)CCc2nc3ccccc3n2-c2ccccc2)c(C)c1
    3, 5, -5, 12, 2.9, -0.4, 1, 1, -5, 95
CCCNC(=O)NC(=O)COc1ccc(-c2ccc(C#N)cc2)cc1
    10, -3, 1, -3, 0.3, 0.0, -3, 2, 13, 101

The list goes on.
Order of results – m5-HT2A agonist, PDI turbidity, CaV13 ICDI inh, H9c2 protect, hiPSC survival, aDG glyco up, Granule exo inh, Glyco luc inh, Vif imaging, ABCB6 inh MLPCN
CNC(=O)Cn1nc(C)c(S(=O)(=O)N2CCOCC2)c1C
    -2, -1, -5, 4, -2.4, 3.3, 10, 1, 20, 99
CC(C)c1ccc(S(=O)(=O)N2CCN(C(=O)n3ccnc3)CC2)cc1
    -2, -2, -6, -12, 3.1, 0.3, 7, -1, 10, 99
Cc1ccc(C)c(N2C(=O)CC(Cc3ccc(Cl)cc3)C2=O)c1 (centres undefined)
    4, 22, -21, -5, -0.3, 0.2, 5, -1, 7, 90
COC(=O)C(C(=O)OC)c1ncccc1NS(=O)(=O)c1ccc(C)cc1
    2, ., -13, ., ., -0.1, -1, ., ., .
COc1cc(/C=C/C(=O)OCC(=O)Nc2ccc(S(=O)(=O)N3CCCC3)cc2)ccc1O
    2, -4, -6, 6, -1.5, -0.3, -2, 0, 4, 98
COc1ccc(-n2cc(-c3ccccc3)c3c(NN4CCOCC4)ncnc32)cc1
    2, 3, -20, 21, -0.6, -0.8, 0, -4, 0, 97
COc1ccccc1CNC(=O)CSc1ncc(C(=O)Nc2ccccc2)c(=O)n1C
    7, -2, -7, 3, 0.2, 0.6, 0, 7, 6, 99
Cc1ccc(S(=O)(=O)c2c(N)n(CC3CCOC3)c3nc4ccccc4nc23)cc1 (centres undefined)
    5, 23, ., 2, 1.0, 0.0, -9, 3, -3, 107
CCCNC(=O)N(C)C[C@H]1Oc2ncc(Br)cc2C(=O)N([C@H](C)CO)C[C@H]1C
    9, 0, -1, 0, -1.0, 0.0, 0, 0, -6, 99
O=C(/C=C(\O)c1ccccc1)C(=O)NNC(=O)c1ccccc1
    -2, 9, -19, 6, -0.3, -0.1, 18, -2, -11, 99
O=C(Cc1ccccc1)NNc1ccc2ccccc2c1
    5, -4, -7, -14, 1.7, 0.5, -2, -1, 3, 104
CN(CC1CCOCC1)C(=O)CC1C(=O)NCCN1Cc1ccc(-c2ccccc2)cc1 (centres undefined)
    -5, 8, -1, 3, 2.8, 0.0, -3, 2, -2, 101
CCc1cc(Br)ccc1N1C(=O)C2CC=CCC2C1=O (centres undefined)
    3, -4, ., -7, 2.0, 0.0, -2, 0, -13, 103
COC(=O)CSc1nnc(CNC(=O)c2ccc(S(=O)(=O)N(C)C)cc2)n1C
    -6, 3, -19, -3, -1.0, 0.2, -1, 1, 4, 98
COc1ccc(NC(=O)CSc2n[nH]c(-c3ccco3)n2)cc1
    5, -2, -4, 1, -2.0, -0.3, 1, 1, 3, 165
Cc1cc(S(=O)(=O)N2CCN(c3ccccn3)CC2)ccc1F
    -2, -14, -19, -7, -0.2, -0.1, 2, -1, -1, 95
CCC1CCCCN1CCCNC(=O)CCCOc1cc(=O)n(C)c2ccccc12 (centres undefined)
    -2, -5, 2, 3, 1.6, 0.2, 1, 18, ., 104

Compound profiles (already shown).
Shown for CCC1CCCCN1CCCNC(=O)CCCOc1cc(=O)n(C)c2ccccc12 (centres undefined) → m5-HT2A agonist = -2; PDI turbidity = -5; CaV13 ICDI inh = 2; H9c2 protect = 3; hiPSC survival = 1.6; aDG glyco up = 0.2; Granule exo inh = 1; Glyco luc inh = 18; Vif imaging = .; ABCB6 inh MLPCN = 104
Shown for COc1ccc(NC(=O)CSc2n[nH]c(-c3ccco3)n2)cc1 → m5-HT2A agonist = 5; PDI turbidity = -2; CaV13 ICDI inh = -4; H9c2 protect = 1; hiPSC survival = -2.0; aDG glyco up = -0.3; Granule exo inh = 1; Glyco luc inh = 1; Vif imaging = 3; ABCB6 inh MLPCN = 165
